Compound activity as filed in PubChem BioAssay.
S3 lipid droplet: qHTS Assay for Lipid Storage Modulators in Drosophila S3 Cells. Drosophila S3 cells, BODIPY lipid droplet fluorescence, 18-24 h; cells fed with added oleic acid. Potency in µM for hits, for the others lipid storage change, negative = inhibition, % at the top dose, mostly 46.1 µM. actives 0.64% (n = 320,000). AID 2685, 2010; active = well fitted inhibition curve with a large enough effect in the signal ratio, with a control signal flat, not every such curve was filed as active; inconclusive = small, poorly fitted or top-dose-only effect, or effect the other way, or a change in a side signal; the % refers to the signal ratio
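Drosophila S3 cells loaded with oleic acid (400 uM, as added) and compounds at several concentrations; lipid droplets imaged by 488-nm laser-scanning cytometry, 500–530 nm intensity and object ratio to cell channel. Percent activity normalized to 20 uM Triacsin C.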
S3 lipid droplet cell count max: further read-out of S3 lipid droplet, marked with its call; cell number change, %; measured here: cell count max response;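 cells counted by Cell Tracker Red CMTPX staining in the red channel; peak over a dose series mostly up to 46.1 µM; percent activity relative to internal control wells on each plate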
An asterisk follows results filed as active; i = inactive; ? = inconclusive; / = no result given. % is set by controls: 0 for no effect and ±100 for the full control effect; potency is the fitted concentration of half-maximal effect.

SMILES | S3 lipid droplet | S3 lipid droplet cell count max
O=C(NCc1ccccn1)c1cc2n(n1)C(C(F)(F)F)CC(c1ccco1)N2 (stereo unspecified) | i | 13.8
CC(C)(C)OC(=O)NCCc1nnc(SCC(=O)c2ccc(Cl)cc2)o1 | i | /
CC(=O)Nc1ccc(NC(=O)c2c(C)nn(Cc3ccccc3Cl)c2C)cc1 | ? | /
CCN(CC)CCCNC(=S)N(Cc1cccnc1)Cc1cc2cc(C)ccc2[nH]c1=O | 11.3% | 5.5
O=C(Nc1ccc(NC(=S)NC(=O)c2ccco2)cc1)c1ccccc1 | ? | /
Nc1ncc(Br)cc1S(=O)(=O)NCCC(=O)NCCc1ccccc1 | ? | /
Cc1ccccc1NC(=O)N1CCCC(c2nc(-c3ccc(C(C)C)cc3)no2)C1 (stereo unspecified) | ? | /
COc1ccc(CCNC(=O)c2cc(-c3cc(C)cc(C)c3O)n[nH]2)cc1OC | -0.2% | -4.7
O=C(Nc1ccc(OCC(=O)N2CCOCC2)cc1)Nc1cccc2ccccc12 | 15.7% | 5.6
Cc1cc(SCC(=O)c2ccccc2)n2nc(C)nc2n1 | -2.2% | -14.8
Cc1ccc(C)c(S(=O)(=O)N2CCN(C(=O)[C@H](C)N3C(=O)C4CC=CCC4C3=O)CC2)c1 (stereo partly specified) | ? | /
COc1ccc(OC)c(N/C=C/C(=O)c2ccccc2)c1 | -24.9% | -2.0
C[N+]1(CC(O)COc2ccccc2)CCN(C(=O)c2ccc([N+](=O)[O-])cc2)CC1 (stereo unspecified) | 0.4% | -1.7
CCOC(=O)N1CCC(NC(=O)C2CCN(S(=O)(=O)c3cnc[nH]3)CC2)CC1 | ? | /
CCCCOc1ccc(OC(=O)Nc2cc(Cl)ccc2OC)cc1 | 5.6% | 27.2
Cc1ccc(C2CC(c3ccccc3)=NN2C(=O)CSc2nnc(-c3ccncc3)n2C)o1 (stereo unspecified) | 8.1% | 2.3
COc1ccc(S(=O)(=O)N2CCC(C(=O)N3CCc4ccccc4C3)CC2)cc1 | ? | /
O=C1/C(=C\c2ccc(Br)o2)SC(=Nc2ccccc2)N1c1ccccc1 | ? | /
Cc1cc(S(=O)(=O)NCC(=O)O)ccc1F | ? | /
O=C(O)C1C2CCCCC2=C2CCCCC2C1C(=O)c1ccccc1 (stereo unspecified) | -15.9% | -4.7
O=C(c1cccc(Cl)c1)N1CCCC(C(=O)N2CCCCCC2)C1 (stereo unspecified) | -16.5% | -0.9
Cc1ccc(N2CCN(C(=O)N3CCOCC3)CC2)c(C)c1 | ? | /
C=CCn1c(SCC(=O)Nc2ccc(NC(C)=O)cc2)nc2sc(C)c(C)c2c1=O | ? | /
NC(=O)c1ccsc1NC(=O)COC(=O)CNC(=O)c1ccc(F)cc1 | ? | /
COc1ccccc1Nc1ccc([N+](=O)[O-])cn1 | 3.3% | 25.6

Arranged by molar mass (low to high): some entries from above.
SMILES | S3 lipid droplet | S3 lipid droplet cell count max
COc1ccc(OC)c(N/C=C/C(=O)c2ccccc2)c1 | -24.9% | -2.0
CCCCOc1ccc(OC(=O)Nc2cc(Cl)ccc2OC)cc1 | 5.6% | 27.2
O=C(NCc1ccccn1)c1cc2n(n1)C(C(F)(F)F)CC(c1ccco1)N2 (stereo unspecified) | i | 13.8
O=C(Nc1ccc(OCC(=O)N2CCOCC2)cc1)Nc1cccc2ccccc12 | 15.7% | 5.6
CCOC(=O)N1CCC(NC(=O)C2CCN(S(=O)(=O)c3cnc[nH]3)CC2)CC1 | ? | /
Nc1ncc(Br)cc1S(=O)(=O)NCCC(=O)NCCc1ccccc1 | ? | /
CCN(CC)CCCNC(=S)N(Cc1cccnc1)Cc1cc2cc(C)ccc2[nH]c1=O | 11.3% | 5.5

The list goes on:
SMILES | S3 lipid droplet | S3 lipid droplet cell count max
Cn1c(CCc2ccc(N)cc2)nc2ccccc21 | -0.7% | -0.9
CCCn1c(=N)c(C#N)cc2c(=O)n3cccc(C)c3nc21 | ? | /
Cc1ccc2c(c1)C1(OCCO1)C(=O)N2 | ? | /
COC(=O)c1ccc(N=NNc2ccccc2)cc1 | ? | /
CCCCNC(=S)NNC(=O)c1nn(C)cc1Cl | 7.4% | -0.5
CCn1c(C)cc(/C=C2/SC(=O)N(CC(=O)N3CCCC3)C2=O)c1C | ? | /
COC(=O)c1cc(S(=O)(=O)N2CCCCCC2)c[nH]1 | ? | /
c1ccc(-c2nnc3sc(-c4ccncc4)nn23)cc1 | i | /
CS(=O)(=O)N1CCCC(C(=O)Nc2c(F)cccc2F)C1 (stereo unspecified) | ? | /
Cc1ccccc1NC(=O)CC1C(=O)NCCN1C(=O)c1cccc(Cl)c1 (stereo unspecified) | ? | /
COc1ccc(/C=C/C(=O)c2ccc(O)cc2)cc1 | 0.1% | -13.4
CCOc1ccccc1CNS(=O)(=O)c1cnc[nH]1 | 7.8% | 4.5
CCOc1ccc(N=Cc2c(O)c3ccccc3oc2=O)cc1 | 7.2% | 11.1
Cc1ccc(NC2=C(CC(=O)O)C(c3ccccc3)N(c3ccc(C)cc3)C2=O)cc1 (stereo unspecified) | -9.4% | -16.5
COCC(=O)N1CCC(Oc2ccc(C(=O)NCCCC3CCCC3)cc2)CC1 | i | 3.5
COc1ccccc1C(=O)NC(CCSC)C(=O)NNC(=O)c1ccncc1 (stereo unspecified) | ? | /
O=C(COC(=O)/C=C/c1ccc(S(=O)(=O)N2CCOCC2)cc1)NCc1ccc(F)cc1 | -4.4% | 9.8
Cc1ccc(CN2CCN(C(=O)CC(C)C)CC2)cc1 | ? | /
Cc1ccc(NC(=S)Nc2ccc(F)cc2)cc1 | ? | /
COC(=O)c1ccc2nccnc2c1 | ? | /
O=C(CSc1c2c(nc3ccc(Cl)cc13)CCCC2)NCCCN1CCOCC1 | 4.6% | -13.2
Cc1ccc(-c2nc(CS(=O)CC(=O)NC3CCCC3)c(C)o2)cc1 (stereo unspecified) | ? | /
CCc1c(C)nc2ccc(Br)cc2c1Cl | ? | /
C(=N\Nc1nc(N2CCCC2)nc(N2CCCC2)n1)/c1ccccc1OCc1ccccc1 | 2.2% | -7.7
CCOc1ccc(C(=O)NC(=S)Nc2cccnc2)cc1 | 16.4% | /
Later entries:
SMILES | S3 lipid droplet | S3 lipid droplet cell count max
COC(=O)c1cc(S(=O)(=O)NCCc2sccc2C)c[nH]1 | ? | /
Cc1oc(-c2ccccc2Cl)nc1CS(=O)(=O)CC(=O)NC(C)c1ccccc1 (stereo unspecified) | ? | /
Cc1ccccc1NC(=O)C(C)N1C(=O)c2ccccc2C1=O (stereo unspecified) | ? | /
COc1cc2nc(N(CCCN(C)C)C(=O)c3ccc(S(=O)(=O)N4CCc5ccccc54)cc3)sc2cc1OC | 29.5% | /
CC(=O)N/C(=C\c1ccccc1)C(=O)OC(C)C(=O)NCc1ccccc1 (stereo unspecified) | ? | /
CCOc1c(Br)cc(C(N)=O)cc1OC | ? | /
COc1ccc(C(=O)C2CCCN(C(=O)CSC)C2)cc1OC (stereo unspecified) | -3.9% | -0.4
CCNS(=O)(=O)c1ccc(NC(=S)N2CCc3ccccc32)cc1 | i | -26.2
OCCNC(=S)Nc1ccc2nsnc2c1 | 7.8% | 25.4
Cc1cccc(C(=O)Nc2sc3c(c2C(=O)O)CCCC3)c1 | ? | /
CCc1ccc(C2=NNC(=Nc3cccc(S(=O)(=O)N(C)C)c3)SC2)cc1 | ? | /
Cc1[nH]c2ccc3c(ncn3CCC#N)c2c1C | ? | /
Cc1ccc(C)c2[nH]c(=O)c(CN(CCCN(C)C)C(=O)NCc3ccccc3)cc12 | ? | /
O=C(CCCn1cncn1)N1CCCC(N2CCN(c3ccccc3F)CC2)C1 (stereo unspecified) | ? | /
COc1ccc(Oc2cc(C(F)(F)F)cnc2C(N)=O)cc1 | ? | /
COC(=O)C1=C(O)CSC1=Nc1cccc(C(F)(F)F)c1 | ? | /
O=C(Nc1ccccc1C(=O)O)c1ncn[nH]1 | ? | /
C=CCOc1c(Cl)cc(CNCCCN2CCOCC2)cc1OC | ? | /
O=C(CNC(=O)c1ccccc1F)NC1CCN(Cc2ccccc2)CC1 | i | 15.3
CCOc1ccc(OCCSc2nc3ccccc3o2)cc1 | ? | /
Cc1ccc(CNC(=O)CCS(=O)(=O)c2ccc3c(c2)CC(C)N3C(=O)C2CC2)cc1 (stereo unspecified) | ? | /
CCOc1ccc(-c2cc(C(=O)NCCCn3ccnc3)c3ccccc3n2)cc1 | ? | /
Cc1ccc(C2CC(=O)C=C(O)C2)cc1 (stereo unspecified) | -7.0% | -1.5
O=C(NCCCN1CCOCC1)C(=O)NCc1ccc(Cl)cc1 | -4.3% | 9.9
O=Cc1c(Cl)[nH]c(=O)n1-c1ccccc1 | -3.9% | -0.4

Some of the entries so far, tab-delimited:
SMILES	S3 lipid droplet	S3 lipid droplet cell count max
COC(=O)C1=C(O)CSC1=Nc1cccc(C(F)(F)F)c1	?	/
O=C(Nc1ccccc1C(=O)O)c1ncn[nH]1	?	/

2 entries from above, set out differently:
SMILES	S3 lipid droplet	S3 lipid droplet cell count max
COc1ccc(S(=O)(=O)N2CCC(C(=O)N3CCc4ccccc4C3)CC2)cc1	?	/
O=C1/C(=C\c2ccc(Br)o2)SC(=Nc2ccccc2)N1c1ccccc1	?	/

The listing continues.
SMILES | S3 lipid droplet | S3 lipid droplet cell count max
CCc1ccccc1NC(=O)N1CCC(NC(=O)C(Cc2ccccc2)NC(C)=O)CC1 (stereo unspecified) | i | 16.9
CC(=O)Nc1sc(C)c(C)c1C(=O)OCC(=O)NCc1ccc(F)cc1 | ? | /
COc1ccc(CCC(=O)Nc2nnc(C(C)(C)C)s2)cc1 | ? | /
O=C(CCC1CCCN(C(=O)c2ccc3c(c2)OCCO3)C1)NCc1ccccc1F (stereo unspecified) | ? | /
Cc1c(Cl)c([N+](=O)[O-])nn1Cc1ccc(C(=O)N/N=C\c2cccc(Br)c2)o1 | -11.4% | -3.7
C=C(C)C(=O)Nc1cccc(C2=NOC3(C2)C[C@H](C(N)=O)N(C(=O)CC)C3)c1 (stereo partly specified) | -1.4% | -5.9
Cn1c(=O)[nH]c(=O)c2c1nc(NCc1ccccc1)n2CC(O)c1ccccc1 (stereo unspecified) | -15.6% | 1.9
O=C(Nc1ccc(OC(F)F)cc1)c1ccccn1 | 7.4% | 7.9
O=C(c1ccccc1NS(=O)(=O)c1ccc(F)cc1)N1CCc2ccccc21 | 15.6% | 11.4
CCc1ccc(OCC(=O)OCC(=O)c2ccc3c(c2)NC(=O)CO3)cc1 | i | 14.4
Cc1ccc(NC(=O)Cn2c(=O)c3cccn3c3ccccc32)c(Cl)c1 | -0.3% | -3.7
Cc1cc(/C=C(/C#N)c2cccc(Cl)c2)c(C)n1C | -9.4% | 11.7
Cc1ccc(CN(C(=O)Cc2cccs2)C(C(=O)NC2CCCC2)c2ccncc2)cc1 (stereo unspecified) | ? | /
O=C(CCN1C(=O)/C(=C\c2ccccc2)SC1=S)N1CCOCC1 | i | 16.7
CCOc1ccc(OCC)c(NC(=O)CSc2nnc(-c3cccnc3)o2)c1 | ? | /
Cc1cccc(NC(=O)c2sc(Cl)nc2-c2ccccc2)c1 | i | 12.2
Cc1ccc(-c2nnn(CC(=O)N(Cc3cccs3)C(C(=O)NC3CCCC3)c3ccncc3)n2)cc1 (stereo unspecified) | 0.5% | -17.1
Fc1ccc(NC(=S)N/N=C/c2ccc(F)c(F)c2)cc1 | ? | /
CN(CC(=O)Nc1ccccc1Br)CC(=O)Nc1ccccc1C(F)(F)F | ? | /
CCc1ccc(OCC(=O)N/N=C(\C)c2ccc3c(c2)OCCO3)cc1 | ? | /
Cc1ccc(S(=O)(=O)NCC(C)NS(=O)(=O)c2ccccc2[N+](=O)[O-])cc1 (stereo unspecified) | 22.7% | 7.0
COc1ccc(CNC(=O)CN2CCC(n3nnc4cc(F)ccc43)CC2)cc1 | 13.5% | -1.0
COc1ccccc1CCC(=O)N1CCC(n2nccc2NC(=O)C2CCOC2)CC1 (stereo unspecified) | 11.4% | 13.5
CC(=O)N(C(C)=O)N1C(=O)/C(=C/c2ccc(Cl)cc2)SC1=S | ? | /
CC(C)C[C@H](CO)Nc1nc(N(C)c2cccc(Cl)c2)c2ncn(C(C)C)c2n1 | ? | /
Further structures.
SMILES | S3 lipid droplet | S3 lipid droplet cell count max
Cc1cccc(-c2n[nH]c([N+](=O)[O-])n2)c1 | ? | /
CCOC(=O)c1ccccc1NC(=O)CSc1nnc(C)c(=O)[nH]1 | ? | /
O=C(Nc1ccc(S(=O)(=O)Nc2ccc(Cl)cc2)cc1)C1CCCO1 (stereo unspecified) | ? | /
Cc1ccc(N2CC(C(=O)Oc3cccc(N4C(=O)CCC4=O)c3)CC2=O)cc1 (stereo unspecified) | ? | /
Cn1c(SCc2ccccc2)nnc1-c1ccncc1 | ? | /
COc1cc(C2NC(=S)NC(C)=C2C(=O)Nc2cc(C)cc(C)c2)ccc1O (stereo unspecified) | 4.6% | -1.6
CCOc1ccccc1NC(=O)Cc1coc2cc(C)ccc12 | ? | /
OC1(c2cccnc2)CCN(Cc2nnnn2Cc2ccccc2)CC1 | -8.2% | -9.2
COc1ccccc1N1CCN(S(=O)(=O)c2ccc(Cl)s2)CC1 | ? | /
Cc1cc2oc(C(=O)N(Cc3ccccc3)C3CCS(=O)(=O)C3)c(C)c2cc1C (stereo unspecified) | i | 15.3
COc1cc2c(cc1OC)CN(C(=O)c1cc(S(=O)(=O)N3CCCCC3)ccc1Cl)CC2 | -13.8% | 4.4
Cc1ccc(N2C(=O)c3cccc(Oc4ccc(Cl)cc4)c3C2=O)c(C)c1 | ? | /
CC(C)CC(=O)NC(C)C(c1cccs1)N1CCOCC1 (stereo unspecified) | ? | /

Some of the compounds tested; count on the stated rates, not on these rows.
